# Assay outcomes: PubChem, The Scripps Research Institute Molecular Screening Center
# CHRM4 antagonist: antagonists of human muscarinic M4 receptor (CHRM4); P08173; CHO-hM4 cells, ACh EC80, Fluo-8 calcium fluorescence; inhibition, % at 3 µM; 360,000 compounds, 0.73% hits; AID 624125;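 active means inhibition above its plate's cutoff, the mean inhibition of sample wells plus 3 SD, cut at about 27% in these data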;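 further: 0% = acetylcholine EC80 with DMSO and 100% = DMSO without agonist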
# Target sequence (P08173 whole entry, looked up): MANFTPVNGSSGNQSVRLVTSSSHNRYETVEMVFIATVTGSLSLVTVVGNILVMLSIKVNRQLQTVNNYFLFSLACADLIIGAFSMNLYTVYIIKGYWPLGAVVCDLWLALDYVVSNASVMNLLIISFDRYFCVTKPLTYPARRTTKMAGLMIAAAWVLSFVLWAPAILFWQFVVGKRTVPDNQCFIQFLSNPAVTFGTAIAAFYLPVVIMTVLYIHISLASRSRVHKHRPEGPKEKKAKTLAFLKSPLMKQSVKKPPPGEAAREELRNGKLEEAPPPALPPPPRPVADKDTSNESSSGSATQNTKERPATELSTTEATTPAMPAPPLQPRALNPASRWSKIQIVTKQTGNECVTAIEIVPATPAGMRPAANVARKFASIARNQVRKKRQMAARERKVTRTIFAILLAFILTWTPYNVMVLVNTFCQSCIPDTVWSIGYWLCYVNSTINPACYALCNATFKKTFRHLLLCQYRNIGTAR
# M5 antag: CHRM5 antagonism in calcium assay | 360,000 compounds, 0.59% hits | CHO-hM5 cells, Fluo-8 calcium fluorescence, ACh EC80 | inhibition, % at 3 µM | AID 624040;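 active means inhibition above a per-plate cutoff, the mean of that plate's test compounds plus 3 SD, cut at about 27% in these data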;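 further: 0% = acetylcholine EC80 with DMSO and 100% = DMSO without agonist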
# Target sequence (P08912 whole entry, looked up): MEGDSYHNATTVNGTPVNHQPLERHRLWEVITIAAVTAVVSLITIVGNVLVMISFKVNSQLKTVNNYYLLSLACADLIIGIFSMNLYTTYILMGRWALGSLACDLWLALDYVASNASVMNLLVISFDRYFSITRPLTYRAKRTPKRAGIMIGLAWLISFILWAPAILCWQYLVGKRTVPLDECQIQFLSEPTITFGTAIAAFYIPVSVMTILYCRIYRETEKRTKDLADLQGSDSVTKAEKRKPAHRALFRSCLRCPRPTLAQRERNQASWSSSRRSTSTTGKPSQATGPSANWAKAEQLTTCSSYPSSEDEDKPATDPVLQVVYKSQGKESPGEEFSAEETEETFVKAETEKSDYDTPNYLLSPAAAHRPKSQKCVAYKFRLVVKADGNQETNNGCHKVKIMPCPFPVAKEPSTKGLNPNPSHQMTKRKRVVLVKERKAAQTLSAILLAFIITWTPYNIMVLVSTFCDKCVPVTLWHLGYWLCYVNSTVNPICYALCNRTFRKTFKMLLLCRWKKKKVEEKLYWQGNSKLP
# CHO-K1 Ca PAM: M1 PAM counterscreen hit in parental CHO-K1 cells. AID 602247. activation, % at 3 µM. 360,000 compounds, 0.02% hits. ATP EC20, Fluo-8 calcium fluorescence; 0% at ATP EC20, 100% at ATP max;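 active means activation above the run cutoff, the mean activation of all test compounds plus 3 SD, cut at about 40% in these data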;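 further: peak over basal fluorescence ratio in a 140 s read after ATP addition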
# CHRM5 PAM: CHRM5 positive allosteric modulation; P08912; CHO-K1 hM5, Fluo-8 calcium, ACh EC20 PAM; 0% = ACh EC20, 100% = ACh EC100; activation, % at 3 µM; 360,000 compounds, 0.3% hits; AID 624038;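 active means activation above the run cutoff, the mean activation of all test compounds plus 3 SD, cut at about 18% in these data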
#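 Replicates: One well per compound, no replicates | System: Human M5 receptor in CHO-K1 cells | Benchmarks: Low control EC20 acetylcholine (0%), high control EC100 acetylcholine (100%) | Probe or stimulus: Acetylcholine, EC20 level | Times: Fluo-8 loading 80 min at 37 °C plus 30 min room temperature | Signal: Intracellular calcium via Fluo-8 fluorescence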
# M5 ag: CHRM5 agonism in calcium assay; P08912; CHO-K1 hM5 cells, Fluo-8 calcium fluorescence; 0% DMSO wells, 100% maximal acetylcholine response; activation, % at 3 µM; 360,000 compounds, 0.19% hits;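 active means activation above the run's mean over test compounds plus 3 SD, cut at about 23% in these data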;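 further: signal is peak over basal fluorescence ratio across the kinetic read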
# M4 ag: agonists of human muscarinic M4 receptor (CHRM4); CHO-K1 hM4/Gqi5, Fluo-8 calcium fluorescence; vehicle 0%, full acetylcholine response 100%; activation, % at 3 µM; 360,000 compounds, 0.14% hits; AID 624127;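 active means activation above the run mean over all test wells plus 3 SD, cut at about 32% in these data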;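 further: peak over basal fluorescence ratio per well then scaled between controls; 0% = DMSO wells and 100% = acetylcholine at EC100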
# M1 ag parental: counter-screen for M1 agonists: effect in parental CHO-K1 cells | Fluo-8 calcium fluorescence; scaled to maximal ATP response, vehicle zero | activation, % at 3 µM | 360,000 compounds, 0.48% hits | AID 602248; in the data active means activation above about 15%;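 further: untransfected CHO-K1 host cells lacking M1 receptor as counterscreen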
# CHO-K1 Ca antag: counter-screen for M1 antagonists: effect in parental CHO-K1 cells; 360,000 compounds, 0.6% hits; inhibition, % at 3 µM; ATP-induced calcium, Fluo-8 fluorescence;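 active means inhibition above a per-plate cutoff, the plate's mean sample inhibition plus 3 SD, cut at about 24% in these data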;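 further: 0% = DMSO plus EC80 ATP and 100% = DMSO alone without ATP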
# CHRM4 PAM: positive allosteric modulators of human muscarinic M4 receptor; P08173; CHO-K1 hM4/Gqi5, Fluo-8 calcium fluorescence, ACh EC20; 0% = ACh EC20, 100% = maximal ACh; activation, % at 3 µM; 360,000 compounds, 0.4% hits; AID 624126;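 active means activation above its plate's cutoff, the mean activation of sample wells plus 3 SD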; further: some results filed as inactive read as strong as hits
# * hit, by the source's call; . = no result given.
SMILES,CHRM4 antagonist,M5 antag,CHO-K1 Ca PAM,CHRM5 PAM,M5 ag,M4 ag,M1 ag parental,CHO-K1 Ca antag,CHRM4 PAM
COc1ccc(C(CNC(=O)c2ccc(C)c(S(=O)(=O)Nc3ccccc3OC)c2)N2CCCC2)cc1 (configuration not stated),8,19,0,-1,-8,1,1.6,-2,-2
Cc1ccc(S(=O)(=O)C2(C(=O)NCc3ccccc3Cl)CC2)cc1,-11,-10,18,11,-15,-1,2.3,-6,-1
CN(C)c1ccc(-c2[nH][nH]c(=O)c2NC(=O)c2ccccn2)cc1,7,8,-7,0,5,4,-0.2,0,-4
COc1ccc(Cl)cc1NS(=O)(=O)c1cccc(C(=O)NCC(c2ccco2)N2CCCC2)c1 (configuration not stated),-17,-4,22,4,-7,3,0.7,-8,9
O=C(NCc1ccc2c(c1)OCO2)C(=O)NC1CCCCC1,-9,-2,-1,4,-9,0,-0.1,-2,4
O=C(NNC(=O)c1cccc2ccccc12)c1ccc(F)cc1,-17,6,11,1,0,6,-0.6,-14,2
COC(=O)c1c(NC(=O)/C=C/C(=O)O)sc(Cc2ccccc2)c1C,3,4,8,-1,2,1,0.5,-4,-2
CN(C(=O)CSc1nnc(-c2ccccc2)o1)c1c(N)n(Cc2ccccc2)c(=O)[nH]c1=O,1,-2,12,-6,-3,1,0.8,-6,0
CCOc1ccccc1Nc1cc2n(c(=O)n1)CCc1cc(OC)c(OC)cc1-2,0,-4,-7,-4,0,0,1.4,-10,-6
Cc1n[nH]c(=O)c2c(NC(=O)CSc3nncs3)oc(C)c12,-2,4,-7,3,2,1,-0.3,3,0
Cc1csc(SCC(=O)Nc2ccc3c(c2)OCCO3)n1,-5,4,-14,2,-3,3,-0.1,2,3
COc1ccc(-c2nnn(CC(=O)N(CC(=O)NC3CCCC3)c3ccccc3)n2)cc1OC,-5,-1,13,-7,-2,0,0.3,-9,1
O=C(CCC(=O)c1cccs1)OCc1nnc(-c2ccccc2)o1,-10,-1,19,-2,-2,1,5.6,-1,0
CCc1ccc(C(=O)NNC(=O)CCN2CCN(Cc3ccccc3)CC2)cc1,-13,-1,-2,4,-8,1,-1.0,-2,2
CCCCn1c(N)c(N(CCC(C)C)C(=O)C2CC(=O)N(c3ccc(OC)cc3OC)C2)c(=O)[nH]c1=O (configuration not stated),5,8,4,-11,3,9,1.3,5,-5
CCC1(c2ccccc2)NC(=S)N(c2cccc(C)c2C)N1 (configuration not stated),-2,2,20,1,0,1,0.5,-10,-3
CC(C)CCn1c(SCCN2CCOCC2)nc2c1c(=O)[nH]c(=O)n2C,0,-4,4,3,0,1,0.3,2,-1
COc1ccc2c3c(n(C(=O)OC(C)(C)C)c2c1)C1CC=C(COC(C)=O)CN1CC3 (configuration not stated),-4,5,.,-6,-1,5,.,.,0
CSc1ccccc1NC(=O)CSCc1nc2sc(C)c(C)c2c(=O)[nH]1,8,-4,3,4,2,1,0.0,-3,-2
COc1cccc(NC(=O)CCc2nnc3ccc(N4CCN(c5cccc(OC)c5)CC4)nn23)c1,-11,-7,13,-4,0,-1,0.7,-10,0
COc1cc(OC)c2c(c1C(CCN1CCOCC1)c1ccc(N(C)C)cc1)OC(=O)CC2c1ccc(N(C)C)cc1 (configuration not stated),1,8,6,0,4,3,0.6,-5,7
CSc1ccccc1NC(=O)CN1c2ccccc2CC1C (configuration not stated),-10,-1,12,-3,-9,-2,-0.2,-11,-4
Cc1ccccc1CC(=O)Nc1cc(C(C)(C)C)on1,4,6,7,-3,1,-1,1.1,-25,-9
CC(C)C1COS(=O)(=O)NC1CC(=O)SC(C)(C)C (configuration not stated),-6,8,11,-1,-3,0,0.0,-10,9
O=c1c2ccccc2nc(/C=C/c2cccc([N+](=O)[O-])c2)n1CCCO,14,-3,-5,-8,-1,2,0.9,28*,-10
CCn1cc(C(=O)OCC(=O)c2ccccc2)c(=O)c2ccc(C)nc21,-6,-2,25,11,5,0,1.6,-13,-1
CCC(=O)N1CCC1(C)C(=O)Nc1ccc(OC)c(OC)c1 (configuration not stated),-5,17,27,6,4,1,1.2,3,8
CC(=O)NS(=O)(=O)c1ccc(NC(=O)COc2ccc(C(=O)c3ccccc3)cc2)cc1,5,-3,13,4,-2,1,0.5,-8,-7
Cc1cccc(N2CCN(C(=O)Cn3cnc4c3c(=O)n(C)c(=O)n4C)CC2)c1C,-4,3,-2,-4,1,4,0.9,12,-2
COc1ccc(-c2cc(C(F)(F)F)n3nc(C(=O)NCCCn4ccnc4)cc3n2)cc1,1,8,12,-5,-4,2,0.4,-4,2
CC(C)CCN(Cc1ccco1)S(=O)(=O)c1ccc(-c2ccc(=O)[nH]n2)s1,-3,8,-2,-7,-3,2,2.4,-5,-3
CCCC[C@H](CN[C@@H](CNC)[C@H](C)CC)NCCC12CCC(CC1)C2,-6,4,20,6,-6,1,2.1,-12,6
O=C(N/N=C/c1ccc(Cl)cc1)Nc1ccccc1,-7,-4,11,-2,-2,2,0.2,-3,7
CC(C)CN(C(=O)COC(=O)c1ccccc1SCC(=O)N1CCCC1)C1CCS(=O)(=O)C1 (configuration not stated),-7,-3,-16,-1,-1,1,0.1,10,13
CCC/C=C/c1ccc(CN2C(C(C)C)C(=O)N(Cc3cn(CC4CCCCC4)nn3)CCS2(=O)=O)cc1 (configuration not stated),-9,-13,18,5,1,0,0.9,-17,3
O=C1C2C3CCC(O3)C2C(=O)N1c1nccs1 (configuration not stated),3,3,2,2,4,0,0.3,-7,1
COC(=O)[C@]1(C)N[C@H](CN(C)C(=O)Nc2ccc(C)cc2)[C@@H]2C(=O)N(Cc3ccccc3)C(=O)[C@@H]21,-11,-11,-1,6,-1,0,-0.2,-5,5
CCS(=O)(=O)N1CCCC(C(=O)NCC2CCCO2)C1 (configuration not stated),2,-3,21,4,0,1,0.6,-9,10
Cc1ccc(C(C)c2c(C)c([N+](=O)[O-])cc(C)c2[N+](=O)[O-])cn1 (configuration not stated),-6,8,13,-6,-3,5,4.2,-16,-2
CCC(O)CNC(=O)NC(=C(Cl)Cl)c1ccc(C)c(F)c1 (configuration not stated),-10,5,12,22*,0,0,9.1,-2,9
CC(=O)N/C(=N/c1nc(C)cc(C)n1)Nc1ccc(NC(C)=O)cc1,1,1,12,0,-4,0,-0.1,-11,2
O=C(CSCc1ccc(Cl)cc1)NCc1ccccn1,-1,-6,5,1,-4,1,0.1,-6,1
CNC(=S)N/N=C/c1ccc(-c2cccc(C(=O)O)c2)o1,-6,4,17,4,-2,0,0.7,-10,12
Nc1cc(=O)[nH]c(SCc2nnc(-c3ccccc3)o2)n1,1,-3,11,1,0,0,2.1,1,0
Cc1oc2c(cc(NS(=O)(=O)c3cccs3)c3ccccc32)c1C(=O)OC(C)C,-2,-2,6,-5,-4,-1,-0.2,1,-1
CCOc1ccccc1OCC(=O)OCC(=O)c1c(N)n(CC(C)C)c(=O)n(C)c1=O,11,20,-7,-44,10,26,17*,11,-13
COc1cc(C(C(=O)NC2CCCC2)N(CCO)C(=O)Cn2nnc(-c3ccc(C)o3)n2)ccc1O (configuration not stated),10,5,16,6,-1,1,1.2,-16,-2
COc1cccc(CN2CCNC(=O)C2CC(=O)NCCn2ccc3ccccc32)c1OC (configuration not stated),2,-1,15,3,2,1,1.2,3,6
CC(=O)c1c(C)[nH]c(C(=O)CN2C(=O)NC(C)(CCC(C)C)C2=O)c1C (configuration not stated),11,18,18,-14,4,13,5.7,-11,-14
CCCN1C(=O)C2(C(C(=O)c3ccc(C)o3)=C(O)C(=O)N2CCCOC)c2ccccc21 (configuration not stated),7,1,-5,8,1,1,-0.2,-4,16

# Four entries from above in a different format:
# Below each SMILES: CHRM4 antagonist, M5 antag, CHO-K1 Ca PAM, CHRM5 PAM, M5 ag, M4 ag, M1 ag parental, CHO-K1 Ca antag, CHRM4 PAM
Cc1ccc(S(=O)(=O)C2(C(=O)NCc3ccccc3Cl)CC2)cc1
  -11, -10, 18, 11, -15, -1, 2.3, -6, -1
CC(=O)N/C(=N/c1nc(C)cc(C)n1)Nc1ccc(NC(C)=O)cc1
  1, 1, 12, 0, -4, 0, -0.1, -11, 2
O=C(CCC(=O)c1cccs1)OCc1nnc(-c2ccccc2)o1
  -10, -1, 19, -2, -2, 1, 5.6, -1, 0
O=C(N/N=C/c1ccc(Cl)cc1)Nc1ccccc1
  -7, -4, 11, -2, -2, 2, 0.2, -3, 7

# Continuation:
SMILES,CHRM4 antagonist,M5 antag,CHO-K1 Ca PAM,CHRM5 PAM,M5 ag,M4 ag,M1 ag parental,CHO-K1 Ca antag,CHRM4 PAM
COC(=O)C1Cc2c([nH]c3ccccc23)C2(CCN(Cc3ccccc3)CC2)N1 (configuration not stated),6,3,-11,-6,18,12,1.7,0,-7
CCOC(=O)C(C)N1C(=O)S/C(=C/c2ccc3c(c2)n(C)c(=O)n3C)C1=O (configuration not stated),-7,1,17,1,2,6,5.9,-1,0
COc1cc(OC)c(C(=O)NCc2ccco2)cc1OC,-3,-6,0,-4,3,1,0.0,3,1
Cc1c(C(=O)NN2CCOCC2)oc2ccccc12,4,12,-3,-1,0,1,0.5,-6,0
CCCOP(=O)(c1ccc(N(C)C)cc1)C(O)c1ccncc1 (configuration not stated),-4,9,11,-3,1,0,0.0,-8,6
Cc1cc(C(=O)N2CCc3ccccc32)c2ccccc2n1,4,2,11,-4,-2,0,0.2,-1,-1
CCOC(=O)CSC1=N/C(=C\c2cccnc2)C(=O)N1c1ccc(OC)cc1,-3,-1,9,1,1,3,1.0,-10,6
O=C(Cn1cc([N+](=O)[O-])ccc1=O)N1CCc2ccccc21,2,6,-13,8,-1,0,0.0,5,0
CCN1C(=O)N(S(=O)(=O)c2ccc(C)cc2)[C@@H](c2ccccc2)C(C(=O)OC)=C1C,-15,3,5,-10,-8,3,0.8,-27,2
O=C(Nc1ccc(S(=O)(=O)Nc2ncccn2)cc1)C1COc2ccccc2O1 (configuration not stated),4,4,-2,4,1,0,-0.3,13,-3
CN(C)N=Nc1nc2c([nH]1)c(=O)n(C)c(=O)n2C,-8,0,18,17,-1,1,0.1,-15,4
Cc1ccc(C(=O)NC2CCC(C)CC2)s1 (configuration not stated),-10,-1,18,5,-2,0,3.6,-5,14
Cc1ccn2c(c1)nc(=S)n2C(=O)c1ccccc1,6,3,-3,-5,-1,0,0.0,0,-4
Cn1ccc(O)c(C#N)c1=O,-1,10,7,-1,2,1,0.7,-1,-1
O=C(CCCSc1nc2ccccc2[nH]1)N1CCN(c2ccc([N+](=O)[O-])cc2)CC1,2,-3,12,-3,1,1,0.1,-13,-6
O=C(NC1CCCCC1)c1cccc(NC(=O)c2ccccc2Cl)c1,2,13,4,-8,3,8,4.5,-3,-2
Cc1cc(NC(=O)CN2C(=O)NC(C)(c3ccc(Cl)cc3Cl)C2=O)no1 (configuration not stated),-12,-2,6,13,6,3,0.7,-7,6
Cc1cccc(N2C(=O)CC(N3CCN(c4ccc(Cl)cc4)CC3)C2=O)c1 (configuration not stated),2,11,12,3,0,2,3.5,-5,7
COc1cc(/C=N\NC(=O)CC(=O)NCCc2ccccc2)ccc1O,-8,-1,2,-5,-2,1,-0.1,2,-1
